# Screening data: PubChem BioAssay, National Center for Advancing Translational Sciences (NCATS)
# Lipid storage S3: qHTS Assay for Lipid Storage Modulators in Drosophila S3 Cells. 320,000 tested, 0.64% active. lipid storage change, negative = inhibition, % at the top dose, mostly 46.1 µM; hits show Potency in µM. Drosophila S3 cells, BODIPY lipid droplet fluorescence, 18-24 h; cells fed with added oleic acid; active means well fitted inhibition curve with a large enough effect in the signal ratio, with a control signal flat, not every such curve was filed as active; inconclusive means small, poorly fitted or top-dose-only effect, or effect the other way, or a change in a side signal; the % refers to the signal ratio
#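 Laser-scanning cytometry quantifies lipid droplet accumulation (500–530 nm total intensity; droplet/cell object ratio) in oleic acid-fed (400 uM added) Drosophila S3 cells treated with a concentration series. 20 uM Triacsin C defined 100% inhibition.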
# Lipid storage S3 cell count max: also measured in Lipid storage S3; calls as there; cell number change, %; measured here: cell count max response;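 cells counted by Cell Tracker Red CMTPX staining in the red channel; peak over a dose series mostly up to 46.1 µM; percent activity relative to internal control wells on each plate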
# * = called active by the depositor; i = inactive; ? = inconclusive; · = not tested or not shown. On the % scale 0 is the no-effect control and ±100 the full control effect; potency means the concentration at half of the fitted maximal effect. Not all compounds are listed, so the mix of outcomes need not match the whole.
mol,Lipid storage S3,Lipid storage S3 cell count max
O=C1/C(=C/c2ccco2)SC(=S)N1c1cccnc1,5%,3
Cc1ccc(S(=O)(=O)N2CC(=NO)C2)cc1,?,·
C/C(=N/NC(=O)c1ccc(C)s1)c1cccc(NC(=O)COc2ccc(Cl)cc2C)c1,-1%,-23
CNC(=O)c1cc2ccc(OC)cc2oc1=O,?,·
CC1(C)CCC(C)(C)NC(=S)N1,0%,-6
N/C(Cc1ccc([N+](=O)[O-])cc1)=N\OC(=O)C(c1ccccc1)c1ccccc1,?,·
CCOc1ccc(-n2c(N)c(C(=O)NCc3cccnc3)sc2=S)cc1,?,·
Cc1cccc(C)c1NC(=O)c1cc(S(=O)(=O)N2CCc3ccccc32)cn1C,9%,16
Cc1cc(=O)n2c(-c3ccccc3C)n[nH]c2n1,i,8
CC1=NN(C(N)=S)C(=O)C1N=Nc1ccc(Cl)cc1Cl (stereo not given),?,·
Cc1ccc(C(=O)C(C)Oc2cccc(NC(=O)c3ccco3)c2)cc1 (stereo not given),1%,0
c1cc(CNCCCN2CCOCC2)ccn1,0%,-4
CC1CCC(NS(=O)(=O)c2cccc3nsnc23)CC1 (stereo not given),i,-14
O=C(NCC1CCCO1)c1ccc(Cl)c(S(=O)(=O)Nc2ccccc2)c1 (stereo not given),4%,2
O=C(Nc1ccc2oc(-c3ccc(Cl)c(Cl)c3)nc2c1)c1ncn[nH]1,?,·
COc1ccc(N2C(S)=C(C#N)C(=O)NC2c2ccco2)cc1 (stereo not given),-4%,-13
O=C(Nc1ccc(NC(=O)c2ccccc2Cl)cc1)c1cccnc1,?,·
CC(=O)Nc1ccc(NC(=O)c2ccc(-c3ccccc3Cl)o2)cc1,?,·
CCOC(=O)c1ccc(NC(=O)Cn2cnc(S(=O)(=O)N3CCCC3)c2)cc1,i,4
O=c1nc2ccccc2c2n1CC(CN1CCN(c3ccccc3F)CC1)N2 (stereo not given),-10%,7
C/C(=N\Nc1ccccn1)c1ccc2c(c1)OCO2,?,·
COC(=O)/C=c1\sc2ncnn2c1=O,?,·
Cc1c(C(=O)OCC(=O)N(CC(C)C)c2c(N)n(Cc3ccccc3)c(=O)[nH]c2=O)oc2ccccc12,i,19
CC(c1ccco1)N(C(=O)c1cccc(S(=O)(=O)N(C)C)c1)c1ccccn1 (stereo not given),i,13
CC(OC(=O)c1ccc(Cl)nc1)C(=O)NC1CCCC1 (stereo not given),?,·
CC(NC(=O)c1ccco1)C(=O)N1CCN(c2cccc(C(F)(F)F)c2)CC1 (stereo not given),?,·
COc1ccc(C(=O)NCC(=O)OCc2ccccc2F)cc1,?,·
O=C(N/N=C/c1cccnc1)c1ccccc1,?,·
CC(=O)NN1CCc2cc3ccc(C)cc3nc21,-4%,14
COc1ccc(C2C(C(=O)Nc3ccccn3)=C(C)Nc3ncnn32)c(OC)c1 (stereo not given),12%,17
CC[N+](C)(CC)CC(=O)OCC1C(C)C=C(C)CC1C (stereo not given),-9%,1
O=C(Nc1nccs1)c1ccc(Br)c(S(=O)(=O)N2CCCC2)c1,?,·
S=C(Nc1ccccc1)Nc1ccc(Br)cc1,-9%,0
O=C(COC(=O)Cc1ccccc1[N+](=O)[O-])NCc1ccc(Cl)cc1,18%,10
O=C(Nc1ccccc1)c1cccnc1NCCc1ccccc1,0%,-4
COc1ccc(-c2cc(N3C(=O)Nc4ccccc4N3O)n[nH]2)cc1OC,6%,-7
Cc1ccc(NC(=O)CSc2nnc(-c3cccnc3)n2CCN2CCCCC2)cc1,?,·
CCOC(=O)c1sc(NC(=O)c2ccc(S(=O)(=O)N(C)C)cc2)nc1C,?,·
CCOc1ccccc1/C=N/NC(=O)CSc1n[nH]c(=O)[nH]c1=O,?,·
Cc1cc(C(=O)Nc2ccc(Cl)cc2)c(C)n1Cc1cccs1,0%,6
CCC1CCC2(CC1)NC(=O)N(CC(=O)c1c(C)[nH]c3ccccc13)C2=O (stereo not given),-24%,·
COc1ccc(OC)c(NC(=O)CNC(c2ccccc2)c2ccccc2)c1,-3%,-14
C/C(=N\Nc1cccc2cccnc12)c1ccc(N)cc1,1%,20
O=C1CC(N2CCc3ccccc32)C(=O)N1c1ccccc1 (stereo not given),?,·
CC(=O)c1ccc(NC(=O)c2ccc3c(=O)n4c(nc3c2)CCCCC4)cc1,?,·
CCOC(=O)CSc1nnc(CNC(=O)c2cccs2)n1Cc1ccccc1,13%,12
Cc1ccccc1NC(=O)COC(=O)CCSc1ccccc1,?,·
CN1CCN(c2nc(Nc3cccc(C(F)(F)F)c3)nc(N3CCOCC3)n2)CC1,?,·

# Whole records from above:
# CCOC(=O)CSc1nnc(CNC(=O)c2cccs2)n1Cc1ccccc1 reads Lipid storage S3 = 13%; Lipid storage S3 cell count max = 12
# CCC1CCC2(CC1)NC(=O)N(CC(=O)c1c(C)[nH]c3ccccc13)C2=O (stereo not given) reads Lipid storage S3 = -24%; Lipid storage S3 cell count max = ·
# CC(=O)c1ccc(NC(=O)c2ccc3c(=O)n4c(nc3c2)CCCCC4)cc1 reads Lipid storage S3 = ?; Lipid storage S3 cell count max = ·

# Next section.
mol,Lipid storage S3,Lipid storage S3 cell count max
Cc1ccc(NC(=O)CN2C(=O)S/C(=C\c3cc(C)n(-c4cccc(C(=O)O)c4)c3C)C2=O)cc1,8%,14
CCN(CCNC(=O)C1=C(C)C(=O)OC12CCC(C)CC2)c1ccccc1 (stereo not given),21%,·
Cc1c(OC(C)C(=O)NCc2ccncc2)ccc2c3c(c(=O)oc12)CCCC3 (stereo not given),?,·
CCOC(=O)C(C(=O)NCc1ccc(C)cc1)c1ncc(C(F)(F)F)cc1Cl (stereo not given),11%,-24
CCCCc1nc2cc(C(=O)N3CCCC(COC)C3)ccc2o1 (stereo not given),?,·
Cc1cc(S(=O)(=O)ON2C(=O)c3ccccc3C2=O)ccc1F,?,·
Fc1ccc(COc2ccccc2CNCc2ccncc2)cc1,?,·
COc1ccc([N+](=O)[O-])cc1NC(=O)C(C)OC(=O)c1ccccn1 (stereo not given),4%,17

# Sorted by formula weight (high to low): some entries from above
mol,Lipid storage S3,Lipid storage S3 cell count max
CCOC(=O)C(C(=O)NCc1ccc(C)cc1)c1ncc(C(F)(F)F)cc1Cl (stereo not given),11%,-24
CCC1CCC2(CC1)NC(=O)N(CC(=O)c1c(C)[nH]c3ccccc13)C2=O (stereo not given),-24%,·
CC1=NN(C(N)=S)C(=O)C1N=Nc1ccc(Cl)cc1Cl (stereo not given),?,·

# Continued.
mol,Lipid storage S3,Lipid storage S3 cell count max
Cn1cnc(S(=O)(=O)Nc2ccc(OC(F)(F)F)cc2)c1,-6%,5
CCOC(=O)c1nnn(CC(=O)Nc2cc(F)ccc2F)c1C(=O)OCC,?,·
CC1=NN(c2ccc(C)cc2)C(=O)/C1=C/c1ccc(-c2cc([N+](=O)[O-])ccc2O)o1,?,·
OCc1cn(-c2ccccc2)nc1-c1cccnc1,?,·
O=C(Nc1ccccc1N1CCCCC1)c1cccc(F)c1,?,·
O=C(NNC(=O)c1cccs1)c1ccc2ccccc2c1,13%,22
CCc1ccc(-c2cc(C)no2)cc1S(=O)(=O)N1CCN(c2ccccc2)CC1,?,·
O=C(COC(=O)CC(c1ccccc1)c1ccccc1)Nc1cccc(F)c1,?,·
Cc1cccc(-n2ccc(=O)c(C(=O)Nc3ccc(S(=O)(=O)Nc4onc(C)c4C)cc3)n2)c1,?,·
CC(C)CNC(=O)NC(=O)COC(=O)c1cc([N+](=O)[O-])ccc1NCc1ccccc1Cl,?,·
CCNC(=S)Nc1c(C)n(C)n(-c2ccccc2)c1=O,-9%,3
Cc1ccc(C(C)C)c(OCCNC(=O)c2ccccc2O)c1,?,·
CCOc1ccc(-c2c(C(=O)N/N=C/c3ccc(C)cc3)nnn2-c2nonc2N)cc1,5%,10
CC(=O)NCCc1nc2cc(NC(=O)c3cccc([N+](=O)[O-])c3)ccc2n1C,13%,·
CCOC(=O)Cc1csc(NC(=O)c2cccc([N+](=O)[O-])c2)n1,-2%,-5
O=C(NCCc1cccc(F)c1)C1CCC(=O)N(C2CCCCCC2)C1 (stereo not given),0%,-20
O=C(COc1ccccc1CNCc1ccccc1)Nc1ccccc1,?,·
COc1ccc(C(=O)N2CCCC2)cc1S(=O)(=O)N1CCOCC1,7.3µM*,9.8*
Cc1cccc(-n2ncc3c2CCCC3NC(=O)CN2CCOC2=O)c1C (stereo not given),-9%,-16
Cc1ccc(/C=N/NC(=O)CNC(=O)c2cccs2)cc1,?,·
COc1ccc(NC(=O)CCCCCN2C(=O)c3cccc([N+](=O)[O-])c3C2=O)c(OC)c1,?,·
N#Cc1ccccc1Cn1cc(/C=C/[N+](=O)[O-])c2ccccc21,?,·
CCNC(=O)CC1C(=O)N(c2ccc(C)cc2)C(=O)N1CCC(C)C (stereo not given),?,·
COc1cc(/C=N/NC(=O)c2cccc(S(=O)(=O)N3CCCC3)c2)ccc1O,11%,0

# Grouped by structure: the entries above with a cyano group
mol,Lipid storage S3,Lipid storage S3 cell count max
COc1ccc(N2C(S)=C(C#N)C(=O)NC2c2ccco2)cc1 (stereo not given),-4%,-13
N#Cc1ccccc1Cn1cc(/C=C/[N+](=O)[O-])c2ccccc21,?,·

# Continued:
mol,Lipid storage S3,Lipid storage S3 cell count max
CC/C=C\[C@H](O)[C@H](O)C1=C(C)C(=O)[C@]2(O1)C(=O)N[C@@](OC)(C(=O)c1ccccc1)C2O (stereo not given in full),-8%,4
CCOC(=O)c1c(NC(=O)COC(=O)c2c(C)noc2C)sc2c1CCC2,12%,2
CC(C)n1c(O)c(N=Nc2ccc(Cl)c(C(=O)O)c2)c2ccccc21,?,·
CSc1ncc(S(=O)(=O)c2ccccc2)c(=O)[nH]1,?,·
Cc1oc(-c2ccc3ccccc3c2)nc1CN(C)C(C)c1ccncn1 (stereo not given),-4%,-3
Cc1cc(C)nc(SCC(=O)OCN2C(=O)c3ccccc3C2=O)n1,?,·
O=C(NCCCn1ccnc1)c1noc2c1CCc1ccccc1-2,?,·
Cc1ccccc1NC(=S)NC(C)C(c1cccs1)N1CCOCC1 (stereo not given),11%,-1
O=C(NCCc1ccccc1)c1cnc(Cl)c(Cl)c1,24%,24
Cc1ccc(C(=O)COC(=O)C2CCC2)cc1,?,·
COc1ccc(S(=O)(=O)N2CCOCC2)cc1C(=O)NCc1ccccc1CN1CCCC1,?,·
COCCn1c(Sc2ccc(C)cc2)nc2c1c(=O)[nH]c(=O)n2C,i,-12
CCOC(=O)C1(CCOc2ccccc2)CCN(Cc2ccc(OC)c(O)c2)CC1,?,·
CC(=O)Nc1c2c(nn1-c1ccccc1)CS(=O)C2 (stereo not given),i,0
Cc1ccc(C2NC(=O)c3c(sc4c3CCN(C)C4)N2)s1 (stereo not given),?,·
CCOc1ccc(C(=O)NCC(=O)NCCOc2ccc(C)cc2)cc1,?,·
NNc1nc2ccc(Cl)cc2s1,?,·
Cc1ccc2nc(C)cc(C(=O)OCC(=O)Nc3cccnc3Cl)c2c1,?,·
CC(=O)c1ccc(NC(=O)CSc2nc(N)c3cc4c(nc3n2)CCCC4)cc1,?,·
O=C(O)c1cc(-c2ccc(/C=N/Nc3ccc([N+](=O)[O-])cn3)o2)ccc1Cl,7%,-10
CC1(C)CC2CC(C)(CN2C(=O)COC(=O)c2ccc(Cl)cc2N)C1 (stereo not given),?,·
CN=C1CC(C)(C)CC(=O)/C1=C(/O)CCCN1C(=O)c2ccccc2C1=O,?,·
CCOC(=O)c1ccc[n+](CC(=O)c2ccc(OC)cc2)c1,?,·
C=CCn1c(SCC(=O)c2ccc(Cl)s2)nc2ccccc2c1=O,i,-1
COc1ccc(CN2CCN(Cc3ccccc3C(F)(F)F)CC2)c(OC)c1,-10%,-18
COc1cc(/C=C2\CCCc3c2nc2ccccc2c3C(=O)O)cc(Br)c1O,?,·
CN(C)CCNC(C(=O)Nc1cc(Cl)cc(Cl)c1)c1ccccc1 (stereo not given),i,·
CCN(CC)C(=O)CN1C(=O)C2CC=C(Cl)CC2C1=O (stereo not given),1%,-4
CCS(=O)(=O)N1CCC(C(=O)Oc2ccccc2)CC1,11%,25
O=C(NCc1ccccc1)[C@H]1C[C@@H]1[C@H](NP(=O)(c1ccccc1)c1ccccc1)c1ccccc1,?,·
CC(C)(C)c1ccc(C(=O)NC(=S)NCC2CCCO2)cc1 (stereo not given),-7%,-5
O=c1oc2ccccc2c(NC2CCCCC2)c1NS(=O)(=O)c1ccc(F)c(Cl)c1,?,·
CCOC(=O)c1cc(NC(=O)c2cc(C)on2)cc(C(=O)OCC)c1,?,·
CCCCNC(=O)CCCCC(=O)N/N=C/c1ccccc1Cl,-23%,1
C/C(=N\NC(=O)c1ccc(O)cc1O)c1cccnc1,?,·
CC(C)C(=O)N1CCN(c2nc(-c3ccccc3)c3c(c2C#N)CC(C)(C)OC3)CC1,18%,-12
Nc1c(-c2ccc(F)cc2)cnc2ncnn12,-7%,-15
CCc1cc(=O)oc2cc(OCC(=O)NC3CC(C)(C)NC(C)(C)C3)ccc12,?,·
O=C(NCc1ccccc1)c1nc[nH]c1C(=O)NCc1ccccc1,7%,3
